Bioassay records deposited in PubChem BioAssay by National Center for Advancing Translational Sciences (NCATS).
Tb PFK block: qHTS Assay to Find Inhibitors of T. brucei phosphofructokinase; T. brucei PFK, ADP-Glo luminescence; 0.17% of 330,000 active; Potency, µM (highest dose often 57.5 µM), for inactives: at the top dose activity, negative = inhibition, most hits filed as inhibitors;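 further: potency means the concentration at half of the fitted maximal effect; 0% = uninhibited 1x PFK enzyme wells and -100% = no-enzyme wells; nearly all actives have a fitted effect of over 60% in size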
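PFK 1.25 nM, F6P 0.5 mM, ATP 0.1 mM, 0.1 M TEA pH 8.0, 5 mM MgCl2, 0.01% Tween20, 0.1% BSA; 45 min RT. ADP-Glo readout. qHTS titration up to 57 uM; curves fitted, compounds curve-classed.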
PTAP TSG101 blk: qHTS Assay for Iinhibitors of HIV-1 Budding by Blocking the Interaction of PTAP/TSG101; Potency, µM (doses to about 115 µM), for the others: at the top dose activity change, negative = inhibition, hits mostly inhibitors; 340,000 tested, under 10 active; Fluorescence polarization, FITC-PTAP peptide / Tsg101 binding; Tumor susceptibility gene 101 protein (Homo sapiens), Q99816; active means well fitted inhibition curve with a large enough effect in the main read-out, with a control signal flat, not every such curve was filed as active; inconclusive means small, poorly fitted or top-dose-only effect, or effect the other way, or a change in a side signal; inactive means no such curve, though single readings can be large or run the other way; further: potency means the concentration at half of the fitted maximal effect; % of control where 0% means no effect
Target sequence (Q99816 whole entry, looked up): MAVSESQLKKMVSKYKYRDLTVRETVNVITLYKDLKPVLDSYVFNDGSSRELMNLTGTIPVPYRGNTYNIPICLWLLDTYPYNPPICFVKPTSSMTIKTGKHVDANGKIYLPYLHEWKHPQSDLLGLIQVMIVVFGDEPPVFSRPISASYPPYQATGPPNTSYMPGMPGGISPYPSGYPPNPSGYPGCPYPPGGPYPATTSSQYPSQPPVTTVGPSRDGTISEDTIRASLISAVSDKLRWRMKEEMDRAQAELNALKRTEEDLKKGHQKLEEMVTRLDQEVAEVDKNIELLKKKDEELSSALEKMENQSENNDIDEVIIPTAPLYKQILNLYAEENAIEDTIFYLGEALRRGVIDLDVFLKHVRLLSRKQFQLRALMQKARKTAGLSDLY
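FP read-out: FITC-PTAP peptide, 50 nM final, binding Tsg101 binding domain, 10 uM final; 20 min, r.t.; 10 mM HEPES pH 7.5, 0.15 M NaCl, 0.01% Tween 20, 3 mM EDTA, 0.1 mM TCEP.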
TCR activator: Activators of T cell receptors: qHTS campaign; 330,000 tested, under 10 active; primary human leukocytes, anti-CD3, IL-2 HTRF, 48 h; Potency, µM (top dose mostly 9.22 µM), without a hit: at the highest dose activation of IL-2 secretion, actives largely listed as activators; further: % of control where 0% means no effect
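Primary human leukocytes incubated 48 hr with anti-CD3 beads plus compound, without co-stimulation. Secreted IL-2 measured by HTRF (europium cryptate/d2 anti-IL-2 pair, 320 nm excitation, 665 nm emission).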
TSHR antag: Antagonists of the Thyroid Stimulating Hormone Receptor: HTS campaign; Thyrotropin receptor (Homo sapiens), P16473; TSHR-expressing cells, TSH-stimulated cAMP HTRF, 2 h; active compounds read low; activity change, negative = inhibition, % at 11.5 µM; 0.2% of 330,000 active;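 active means activity change below a set negative limit, meaning inhibition stronger than a set level, cut at about -70% in these data; inconclusive means activity change between two set negative limits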; further: on the % scale 0 is the no-effect control and ±100 the full control effect
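Inhibition of cAMP made by TSHR-expressing cells under TSH stimulation (4nM final, EC80; 2 h, 37 deg C) is quantified with a one-step lysis HTRF kit, anti-cAMP cryptate versus cAMP-d2.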
Chronic BCR inh: qHTS Assay to Find Inhibitors of Chronic Active B-Cell Receptor Signaling; ABC-DLBCL IkBa-CBG/CBR reporter, luminescence ratio, 4 h; Potency, µM (highest dose often 46.1 µM), for inactives: top-dose ratio change, negative = lower green/red ratio, most hits filed as inhibitors; 0.05% of 340,000 active; active means well fitted inhibition curve with a large enough effect in the signal ratio, with a control signal flat, not every such curve was filed as active; inconclusive means small, poorly fitted or top-dose-only effect, or effect the other way, or a change in a side signal; the % refers to the signal ratio;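 further: potency means the concentration at half of the fitted maximal effect; plate controls were basal doxycycline-induced cells for no effect and cells given 10 µM MG132 for full effect; MG132 reads +100%, hits lower the ratio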
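Concentration-response series (up to 46 uM) were applied to TMD8 dual-reporter cells for 4 h at 37C with doxycycline. Green/red ratio, after filter-overlap correction, defined %Activity; red signal alone was normalised to basal cells and zero luminescence.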
S-ASM inh: Inhibitors of Secretory Acid Sphingomyelinase (S-ASM): qHTS. placental ASM, HMU-PC fluorogenic substrate, 60 min. Potency, µM (titrated, usually from 57.5 µM), without a hit: at the highest dose activity change, negative = inhibition, usual class: inhibitors. Sphingomyelin phosphodiesterase (Homo sapiens), P17405. AID 504937, 2011. 0.006% of 340,000 active; further: potency means the concentration at half of the fitted maximal effect
Target sequence (P17405 47-631 limits assumed): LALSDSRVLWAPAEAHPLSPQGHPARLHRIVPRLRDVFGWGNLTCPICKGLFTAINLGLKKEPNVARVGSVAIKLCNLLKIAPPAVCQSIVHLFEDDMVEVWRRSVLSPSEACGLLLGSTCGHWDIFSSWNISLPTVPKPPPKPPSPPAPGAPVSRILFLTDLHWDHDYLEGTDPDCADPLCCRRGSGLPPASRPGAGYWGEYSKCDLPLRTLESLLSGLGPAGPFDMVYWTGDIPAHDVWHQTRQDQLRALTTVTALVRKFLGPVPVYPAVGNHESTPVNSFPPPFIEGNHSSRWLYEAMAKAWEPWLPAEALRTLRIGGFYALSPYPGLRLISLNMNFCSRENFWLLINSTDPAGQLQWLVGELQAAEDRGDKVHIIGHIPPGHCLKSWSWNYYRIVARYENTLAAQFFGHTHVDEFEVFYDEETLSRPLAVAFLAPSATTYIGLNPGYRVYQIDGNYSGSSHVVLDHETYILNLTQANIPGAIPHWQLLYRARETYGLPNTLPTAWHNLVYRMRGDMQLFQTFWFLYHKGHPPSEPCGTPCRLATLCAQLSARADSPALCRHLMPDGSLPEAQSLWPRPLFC
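Fluorogenic HMU-PC substrate (9 uM final) is turned over by placental ASM in 60 min at 37 C after a 10 min compound preincubation. Reaction ended by alkaline stop (pH 10), with fluorescence read at 386/447 nm.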
Mito fusion yeast: qHTS Assay for Small Molecule Inhibitors of Mitochondrial Division or Activators of Mitochondrial Fusion; 0.23% of 320,000 active; AID 485298, 2010; S. cerevisiae fusion-defective mutant growth rescue, CellTiterGlo 48 h; Potency, µM (series often up to 46.1 µM), inactives show at the highest dose growth rescue (activation), most hits filed as activators;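 further: potency means the concentration at half of the fitted maximal effect; % of control where 0% means no effect; nearly all actives have a fitted effect of over 45% in size; temperature-sensitive fusion mutants such as fzo1-1 at 37 °C on non-fermentable ethanol glycerol medium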
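S. cerevisiae fusion-defective temperature-sensitive mutants (e.g. fzo1-1, mgm1-5) grown 48 h at 37C in YPEG (ethanol/glycerol non-fermentable) medium with 23 nl compound per well; growth rescue read as CellTiterGlo luminescence.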
AT treatment: qHTS Assay for Identifying a Potential Treatment of Ataxia-Telangiectasia; […] A-T fibroblasts, KAP-1 phosphorylation AlphaLISA; neocarzinostatin DNA damage 30 min before lysis; Potency, µM (top dose mostly 57.5 µM), inactives show at the top dose activation, usual class: activators; 0.19% of 320,000 active; further: potency means the concentration at half of the fitted maximal effect; % of control where 0% means no effect; nearly all actives have a fitted effect of over 45% in size
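ATM-like activity read as KAP-1 phosphorylation via AlphaLISA donor/acceptor antibody pairs after lysis and 6 hr at 25C. Cells were ATM-null patient fibroblasts ([…], hTERT), dosed 60 min, then exposed to the DSB inducer NCS for 30 min.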
a7 integrin act: qHTS for Activators of Integrin-Mediated Alleviation for Muscular Dystrophy. 0.064% of 350,000 active. AID 624291, 2012. Potency, µM (top dose mostly 38.3 µM), inactives show top-dose activation, usual class: activators. alpha7betagal myoblasts, beta-gal FDG fluorescence, 48 h;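 further: potency means the concentration at half of the fitted maximal effect; 100% = response of the positive control SU9516; nearly all actives have a fitted effect of over 60% in size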
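alpha7betagal+/- myoblasts (passage 13, 250/well) treated 48 h at 37C with compounds at 1:260 dilution of DMSO stock. Lysed, then beta-galactosidase activity read as FDG fluorescence (ex 480/em 540) after 30 min, with pre-read for autofluorescence.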
Eya2 phos inh: qHTS Assay for Inhibitors of the Phosphatase Activity of Eya2; Protein phosphatase EYA2 (Homo sapiens), O00167; recombinant Eya2, OMFP fluorescence dephosphorylation (OMFP is methylfluorescein phosphate); Potency, µM (titrated, usually from 76.9 µM), for inactives: top-dose activity, negative = inhibition, most hits filed as inhibitors; 0.006% of 330,000 active; AID 488837, 2010; further: potency means the concentration at half of the fitted maximal effect; on the % scale 0 is the no-effect control and ±100 the full control effect
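Eya2 (0.2 uM) preincubated 10 min at ambient with compound, then OMFP substrate added at 50 uM; 10 min reaction in 50 mM HEPES pH 7.5, 50 mM NaCl, 5 uM MgCl2, 0.05% BSA, 1 mM DTT. Fluorescence read at Ex 485/Em 525 nm.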
ELG1 DNA repair: qHTS screen for small molecules that inhibit ELG1-dependent DNA repair in human embryonic kidney (HEK293T) cells expressing luciferase-tagged ELG1; HEK293T ELG1-luciferase reporter, luminescence, 16 h; DNA damage induced by 5-fluorouridine; Potency, µM (highest dose often 46.1 µM), for the others: top-dose activity change, negative = inhibition, most hits filed as inhibitors; 2.3% of 330,000 active; further: potency means the concentration at half of the fitted maximal effect; on the % scale 0 is the no-effect control and ±100 the full control effect; nearly all actives have a fitted effect of over 55% in size
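Overnight (16 hr) co-exposure of 2,000 cells/well to 5-fluorouridine and compound at 37 °C preceded detection. Luciferase was quantified via ONE-Glo luminescence; loss of signal denotes inhibition.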
* hit, by the source's call; ? = inconclusive; . = no result given; & = joins results of further samples; [ ] = dose if it differs, or a comment. Unless noted, the call rests on the fitted dose curve; in most records, active means well fitted curve in the direction sought with a large enough effect; inconclusive means small, poorly fitted or top-dose-only effect, or another doubt; inactive means no such curve, though single readings can be large; an effect the other way counts as inactive or inconclusive.

compound,Tb PFK block,PTAP TSG101 blk,TCR activator,TSHR antag,Chronic BCR inh,S-ASM inh,Mito fusion yeast,AT treatment,a7 integrin act,Eya2 phos inh,ELG1 DNA repair
Nc1nc(NC(=O)c2ccccc2Cl)nn1-c1ccccc1,0.3%,1.9%,-4.6%,-3.1,?,-2.1%,-1.9%,6.8%,?,3.0%,?
COc1ccccc1N1CCN(C(c2cccs2)c2nnnn2C2CCCC2)CC1 (configuration not stated),2.0%,-3.5%,-4.6%,-23.1,2.7%,-3.4%,29.1%,2.5%,4.1%,-12.9%,7.1%
CCOc1ccccc1N1CCN(C(=O)NC(C)c2ccc(F)c(F)c2)CC1 (configuration not stated),-22.5%,-9.5%,-1.5%,35.2,4.1%,-1.9%,?,7.5%,9.3%,-5.7%,-22.7%
Cc1ccc(C)c(N2CCN(C(=O)c3cc4c(C)nc5ccccc5c4o3)CC2)c1,0.5%,-5.2%,0.3%,-7.8,?,-22.6%,31.6%,-0.3%,-1.8%,-7.4%,?
O=C(Nc1ccc2oc(-c3ccncc3)nc2c1)c1ccccc1F,-1.5%,-2.4%,-10.8%,-17.0,?,55.4%,1.7%,11.1%,12.0%,7.9%,26.2%
Cc1ccc(S(=O)(=O)N(CC(=O)Nc2ccccc2C(=O)O)c2ccc(Cl)cc2)cc1,2.8%,-3.9%,8.5%,-5.8,3.7%,11.3%,1.1%,1.7%,1.9%,11.0%,7.6%
O=C(NCc1ccccc1)C(c1ccco1)N(C(=O)c1csnn1)c1ccccc1 (configuration not stated),-5.2%,-5.6%,2.7%,5.3,-2.2%,2.6%,-1.8%,6.6%,-14.7%,-1.4%,-1.2%
O=c1oc(-c2ccccc2Cl)nc2ccsc12,-6.7%,-0.7%,1.5%,-16.2,?,-0.3%,-0.1%,2.1%,2.5%,-17.5%,?
CCCc1cnc(N2CCN(S(=O)(=O)c3cccs3)CC2)nc1,-2.3%,-3.0%,3.3%,-0.3,11.2%,-0.4%,-6.3%,27.9%,-7.2%,-2.2%,-23.0%
COc1cc(C(=O)N(Cc2ccc(N(C)C)cc2)C2CCS(=O)(=O)C2)cc(OC)c1OC (configuration not stated),1.2%,0.3%,1.0%,-5.0,?,4.2%,-3.4%,-5.0%,-3.9%,2.0%,-9.4%
CC(=O)NC(c1cc(Cl)c2cccnc2c1O)C(C)C (configuration not stated),1.4%&0.0%,-4.4%,-3.2%,-12.4&1.4,-18.1%&-28.8%,0.3%,10.7%&21.6%,-9.3%&1.9%,.,-13.4%&9.5%,-24.6%
Cc1nc2cc(NCc3cc([N+](=O)[O-])ccc3O)ccc2n1Cc1ccccc1,-1.9%,-7.0%,-1.4%,9.3,-0.5%,-12.3%,9.5%,9.7%,9.5%,11.2%,-3.7%
CS(=O)(=O)c1cccc(C(=O)Nc2cccc(-c3nc4ccccc4[nH]3)c2)c1,0.2%,-8.9%,14.3%,10.5,?,-19.7%,-10.4%,-4.8%,12.8%,-8.2%,-22.1%
CCn1c(CNC(=O)c2cccc(C)c2)nnc1SCC(=O)N1CCOCC1,0.4%,1.4%,-11.4%,7.2,-1.2%,0.1%,2.0%,14.5%,3.6%,0.6%,3.3%
CC[n+]1c(/C=C/N(C)c2ccccc2)oc2ccc(F)cc21,0.5%,?,2.9%[46.1 µM],-6.7,-17.5%,26.2%,-1.0%,-4.3%,-30.0%,-8.2%,-0.1%
C[C@@H]1C(c2ccccc2)=NN(c2ccc(Br)cc2)[C@H]1C(=O)N1CCOC1=O,-1.6%,2.1%,-15.0%[46.1 µM],10.6,-4.3%,433.7%[activator],.,-4.0%,-25.0%,-8.8%,?
C[C@H](NC(=O)N1CCn2c1nc1ccccc12)C(=O)N1CCCCC1,-0.7%,-2.1%,-2.5%,5.0,-3.4%,6.5%,7.9%,0.1%,5.3%,-0.2%,0.0%
Cc1ccc(C#N)c(SCc2nnc(-c3ccc(Cl)cc3)o2)n1,-2.7%,-0.9%,-2.3%[46.1 µM],-8.8,3.1%,381.3%[activator],0.7%,7.1%,19.5%,-2.2%,?
COc1cc(C(=S)N2CCOCC2)cc(OC)c1OS(=O)(=O)c1ccc(Cl)cc1,-5.5%,-1.6%,.,-18.2,2.9%,0.2%,-1.4%,-3.5%,-13.4%,4.7%,-27.7%
O=C(CN1C(=O)NC2(CCCC2)C1=O)N1CCN(S(=O)(=O)c2ccc(Cl)c(C(F)(F)F)c2)CC1,-8.2%,-3.7%,-1.8%,-4.5,-0.3%,0.8%,-8.3%,-1.6%,15.5%,7.6%,3.5%
CSc1ccccc1NC(=O)CSc1n[nH]c(C)c1[N+](=O)[O-],-15.0%,0.2%,-3.0%,2.5,?,-1.7%,-4.5%,0.7%,-0.5%,-6.8%,-27.9%
Cc1cc(C(=O)NNC(=O)CCCCC(=O)NNC(=O)c2cc(C)[nH]n2)n[nH]1,-6.1%,-3.8%,-0.5%[46.1 µM],-1.7,-0.7%,0.4%,3.5%,1.1%,31.7%,6.6%,3.1%
COc1cccc(C=Nc2ccccc2C#N)c1O,-9.3%,-2.4%,-2.9%[46.1 µM],-3.7,?,6.6%,-3.4%,-4.6%,-16.7%,-0.5%,-0.8%
COCCN(C(=S)Nc1ccccc1C)C(C)c1cccnc1 (configuration not stated),0.6%,-1.1%,-5.2%[46.1 µM],15.4,-0.2%,5.1%,-1.3%,-2.0%,11.1%,0.3%,2.3%
OCC(Cc1ccc2c(c1)OCO2)C(CO)Cc1ccc2c(c1)OCO2 (configuration not stated),-4.1%,-4.8%,0.7%,-3.3,-7.0%,3.7%,11.2%,-2.7%,-0.5%,-12.4%,?
COc1ccc(C(=O)Nc2nc3c(s2)Cc2cc(OC)ccc2-3)cc1,-6.8%,-3.0%,4.9%,-29.7,18.5%,1.5%,1.7%,-2.4%,-6.7%,-18.6%,?
CC(C)(CNC(=O)c1ccccc1NS(C)(=O)=O)N1CCCCC1,1.9%,1.0%,4.5%,-1.8,-0.7%,0.8%,-2.9%,1.3%,-128.9%[inhibitor],-5.2%,-2.2%
N/C(=N/OC(=O)c1ccccc1Cl)c1ncc([N+](=O)[O-])s1,-6.0%,-3.4%,1.6%,0.4,?,-2.4%,-9.6%,-14.0%,-66.9%[inhibitor],-3.0%,?
COc1ccc(-c2nc(CS(=O)CC(=O)N3CCOCC3)c(C)o2)cc1OC (configuration not stated),0.3%,0.9%,0.2%,14.8,-18.2%,-0.8%,-3.3%,4.6%,-39.8%,2.7%,21.3%
Nc1nonc1-n1nnc(C(=O)N/N=C/c2ccc(OCc3ccccc3F)cc2)c1CN1CCCCC1,-0.8%,-4.9%,-1.8%,-7.8,10.9%,-13.8%,-12.7%,7.6%,13.6%,1.4%,-5.1%
Cc1cccc(-c2nnc(SCC(=O)N3c4ccccc4CCc4ccccc43)n2C)c1,0.0%,-2.7%,-12.4%[46.1 µM],-3.7,-0.6%,0.7%,0.0%,-3.1%,29.3%,0.1%,-16.4%
